From PubChem
hERG rescue = hERG (human) protection from proarrhythmic block. Q12809. AID 1511. CHO-hERG, FluxOR thallium flux, dofetilide IC70 present. activation (rescue from dofetilide block), less the hit threshold, % at 10 µM. hit rate 0.51% among 310,000;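 active means activation above the mean of controls blocked by dofetilide plus 5 SD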;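 further: thallium influx through hERG after potassium depolarization seen as dye fluorescence rise; in these data hits start at about 4.7%; inactives centre near -7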
TRPC4 inh = inhibitors of mouse TRPC4 channel. HEK293 TRPC4beta/mu-opioid, DAMGO-evoked Fluo4 calcium flux; stronger effect = lower value. B-score at 10 µM. hit rate 0.39% among 300,000. AID 2247;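 active means B-score over 3 SD under the library average, no early fluorescence shift, positive overall ratio signal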
Target sequence (Q9QUQ5 whole entry, looked up): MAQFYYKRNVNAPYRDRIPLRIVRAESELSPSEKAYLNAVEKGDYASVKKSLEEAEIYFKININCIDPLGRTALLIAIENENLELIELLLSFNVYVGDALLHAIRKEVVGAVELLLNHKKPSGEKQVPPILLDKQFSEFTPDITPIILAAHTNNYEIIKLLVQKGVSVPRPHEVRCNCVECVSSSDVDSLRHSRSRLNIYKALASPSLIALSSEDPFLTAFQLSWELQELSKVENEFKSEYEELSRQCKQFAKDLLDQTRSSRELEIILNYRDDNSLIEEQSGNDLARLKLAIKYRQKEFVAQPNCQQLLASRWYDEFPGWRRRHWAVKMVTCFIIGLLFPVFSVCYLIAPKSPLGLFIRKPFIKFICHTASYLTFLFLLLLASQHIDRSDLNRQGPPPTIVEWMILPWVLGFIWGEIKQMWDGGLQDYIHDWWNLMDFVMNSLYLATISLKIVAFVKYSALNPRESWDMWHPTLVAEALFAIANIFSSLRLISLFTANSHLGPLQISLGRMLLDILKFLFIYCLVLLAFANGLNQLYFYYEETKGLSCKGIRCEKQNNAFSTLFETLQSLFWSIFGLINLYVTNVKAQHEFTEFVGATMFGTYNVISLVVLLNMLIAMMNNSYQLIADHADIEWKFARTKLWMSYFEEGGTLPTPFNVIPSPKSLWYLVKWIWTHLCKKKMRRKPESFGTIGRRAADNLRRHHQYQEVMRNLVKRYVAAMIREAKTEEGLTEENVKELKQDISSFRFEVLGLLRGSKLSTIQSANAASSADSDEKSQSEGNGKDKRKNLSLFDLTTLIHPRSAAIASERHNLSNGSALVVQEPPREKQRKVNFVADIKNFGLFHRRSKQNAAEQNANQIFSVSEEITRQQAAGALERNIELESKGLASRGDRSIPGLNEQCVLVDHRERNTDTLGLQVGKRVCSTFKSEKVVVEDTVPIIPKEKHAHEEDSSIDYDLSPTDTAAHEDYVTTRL
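Assay system: TRPC4beta/mu-opioid receptor HEK293 cell line; compound dosing: single concentration per test compound; detection: Fluo4 Ca2+ flux fluorescence; evaluation: per-well B score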
KCNK9 block = human KCNK9 channel inhibition; B-score at 10 µM; AID 488922; HEK293 KCNK9, FluxOR thallium flux fluorescence; stronger effect = lower value; hit rate 1.2% among 310,000; Q9NPC2;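 active means ratio B-score over 3 SD below the library mean, with starting fluorescence within 5 SD of its mean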;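 further: negative B-score means less thallium flux so channel inhibition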
PolyA inh = blocks polyadenylation in yeast reporter cells | hit rate 0.02% among 300,000 | S. cerevisiae SKY197-pL101 polyadenylation reporter, beta-gal luminescence; efflux-impaired pdr1/pdr3 knockout yeast; score 100 = 6 SD above DMSO | calls only at 12 µM;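 active means lowest replicate activity score at least 50, where 100 means six control SD above control mean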;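 further: yeast exposed to compound for 9 h at 30 °C; higher score means more reporter readthrough which indicates perturbed polyadenylation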
KCNQ1 pot = potentiates or activates the human KCNQ1 potassium channel; P51787; CHO-K1 KCNQ1, thallium flux FluxOR fluorescence; stronger effect = higher value; B-score at 10 µM; hit rate 0.35% among 310,000; AID 2648;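 active means fluorescence ratio B-score, a plate-corrected score, at least three library SD, with initial intensity B-score within 5 SD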
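Medium – assay buffer, equal DMSO in all wells · Material – CHO-K1 cell line with stable KCNQ1 potassium channel expression · Signal – kinetic FluxOR thallium fluorescence, 10-s 1-Hz baseline, 110-s post-stimulus read · Compound – single concentration per compound, DMSO matched to controls · Schedule – 37 °C overnight plating, 90-min dark dye load, 20-min compound pretreatment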
Dyrk1A ADPGlo = blocks rat Dyrk1A kinase activity. inhibition, % at 12.5 µM. Q63470. AID 504441. ADP-Glo luminescence, NFATc1 peptide. hit rate 0.43% among 310,000; in the data active means inhibition above about 50%;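 further: plate controls were vehicle with enzyme for no effect and no enzyme for full effect; many of its hits are not listed in these tables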
Platelet DG rel = modulates dense granule release in human platelets | human platelet-rich plasma, SFLLRN dense granule ATP release, luminescence | inhibition, %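 (compounds screened at 7.5 µM in platelet-rich plasma)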 | hit rate 0.22% among 300,000 | AID 1663;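 active means mean replicate score, as percent of positive control, at or above 50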
KCNQ1 block = inhibitors of human KCNQ1 potassium channel. P51787. CHO-K1 KCNQ1, FluxOR thallium flux fluorescence; stronger effect = higher value. B-score at 10 µM. hit rate 1.3% among 310,000. AID 2642;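 active means compounds whose thallium flux B-score, printed positive for inhibition, exceeds three library SD while starting fluorescence stays within three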;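 further: channel opened by potassium depolarization with thallium stimulus after 20 min compound exposure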
KCNK3 inh = human KCNK3 channel inhibition, primary screen; O14649; CHO-KCNK3 thallium flux, FluxOR fluorescence; stronger effect = lower value; B-score at 10 µM; hit rate 0.84% among 340,000;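 active means B-score under library mean minus 4 SD, starting fluorescence ratio at most library mean plus 5 SD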;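 further: more negative B-score means stronger inhibition of thallium flux through KCNK3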
TRPC4 potent = TRPC4 (mouse) allosteric potentiation | Q9QUQ5 | HEK293 TRPC4beta/mu-opioid, DAMGO EC20, Fluo-4 Ca2+ flux; stronger effect = higher value | B-score at 10 µM | hit rate 0.42% among 310,000 | AID 2227;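 active means B-score of calcium response area above 5 SD of library B-scores, with initial fluorescence ratio within 5 SD of library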;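 further: B-score of integrated fluorescence ratio over time as area under calcium response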
TRPC4 act = activators of mouse TRPC4 channel | HEK293 TRPC4beta/mu-opioid, Fluo4 calcium fluorescence; stronger effect = higher value | B-score at 10 µM | AID 2237 | hit rate 0.49% among 310,000 | Q9QUQ5;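 active means B-score above 5 SD of library B-scores, and initial fluorescence ratio not above library mean plus 5 SD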;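 further: positive B-score marks a calcium rise read as TRPC4 activation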
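Assay system: HEK293 stable line with TRPC4beta plus mu-opioid receptor; schedule: 45 min room-temperature Fluo4 loading, 110 s read; technique: kinetic Fluo4 calcium fluorescence; evaluation: integrated baseline-normalised fluorescence ratio, converted to per-well B score; controls: buffer (low) and maximal DAMGO (high)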
An asterisk follows results filed as active; i = inactive; · = no result given.

The opening 2 compounds as a preview:
SMILES	hERG rescue	TRPC4 inh	KCNK9 block	PolyA inh	KCNQ1 pot	Dyrk1A ADPGlo	Platelet DG rel	KCNQ1 block	KCNK3 inh	TRPC4 potent	TRPC4 act
O=C(NC1CCCCC1)c1nn2c(C(F)(F)F)cc(-c3ccco3)nc2c1Br	-7.7	i	i	i	i	-1.6	8.9	i	i	i	i
CCOCCCn1c(=NC(=O)c2cccs2)c(C#N)cc2c(=O)n3cccc(C)c3nc21	-8.1	i	i	i	i	-4.5	3.9	i	i	i	i

Results, from the first entry:
SMILES	hERG rescue	TRPC4 inh	KCNK9 block	PolyA inh	KCNQ1 pot	Dyrk1A ADPGlo	Platelet DG rel	KCNQ1 block	KCNK3 inh	TRPC4 potent	TRPC4 act
O=C(NC1CCCCC1)c1nn2c(C(F)(F)F)cc(-c3ccco3)nc2c1Br	-7.7	i	i	i	i	-1.6	8.9	i	i	i	i
CCOCCCn1c(=NC(=O)c2cccs2)c(C#N)cc2c(=O)n3cccc(C)c3nc21	-8.1	i	i	i	i	-4.5	3.9	i	i	i	i
O=CN1CCN(CC(O)Cn2c3ccccc3c3ccccc32)CC1 (stereo not given)	-8.3	i	i	i	i	-4.6	-2.4	i	i	i	i
Cc1cc(NC(=O)COc2ccc(Cl)cc2Cl)n(-c2ccccc2)n1	-0.2	i	i	i	i	-1.7	-37.8	i	i	i	i
O=C(O)CCCC[C@@H]1SC[C@@H]2NC(=O)N[C@@H]21	-2.5	i	i	i	i	6.8	-4.4	i	i	i	i
CCn1c(=O)c2c(nc3n2CCCN3CCc2ccccc2)n(C)c1=O	-7.9	i	i	i	i	4.5	-15.3	i	i	i	i
O=C(Nc1ccc2c(c1)OCO2)C1CCN(C(=O)c2ccc([N+](=O)[O-])cc2)CC1	-6.9	i	i	i	i	3.3	-1.1	i	i	i	i
COCCCNC(=O)CNC(=S)N(Cc1ccccc1F)C1CCCCC1	-7.5	i	i	i	i	2.0	3.6	i	i	i	i
CC(C)=NOc1nc(N2CCOCC2)nc(N2CCOCC2)n1	-6.6	i	i	i	i	·	-0.3	i	i	i	i
Cc1nc2ccccc2c(=O)n1NCc1cccs1	-4.5	i	i	i	i	7.6	0.4	i	i	i	i
COc1ccc(/C=N/Nc2cc(N3CCOCC3)nc(C)n2)c(OC)c1	-2.3	i	i	i	i	·	9.6	i	i	i	i
Cc1ccc(OCC(=O)NNC(=O)C(=O)NC(C)(C)C)cc1	2.7	i	i	i	8*	-9.0	-6.0	i	i	i	i
Cc1ccc2nc(SCC(=O)N3CCC(Cc4ccccc4)CC3)nc(=O)n2c1	-10.9	i	i	i	i	11.4	-11.5	i	i	i	i
COc1ccc(Br)cc1C1CC(=O)N2CN(C)CSC2=C1C#N (stereo not given)	-7.0	i	i	i	i	-2.1	-1.2	i	i	i	i
Cc1scc(C(=O)NNC(=S)NCc2ccccc2)c1C	-4.4	i	i	i	i	1.0	-12.0	i	i	i	i
O=C(CN1CCOCC1)Nc1ccccc1F	-8.0	i	i	i	i	0.8	6.1	i	i	i	i
Cc1ccc(S(=O)(=O)NC(C)(C)CN2CCc3ccccc3C2)cc1	-11.7	i	i	i	i	-5.8	5.6	i	i	i	i
COc1ccc2c(c1OC)C[N+]1([O-])CCc3cc4c(cc3C1C2)OCO4 (stereo not given)	-5.3	i	i	i	i	-6.7	-0.3	i	i	i	i
CC(=O)C1=C(O)C(=O)N(c2cccc(C(=O)O)c2)C1c1ccc(F)cc1 (stereo not given)	-4.3	i	i	i	i	0.9	5.2	i	i	i	i
O=C(c1cc2ccccc2cc1O)N1CCN(c2ccccn2)CC1	-7.1	i	i	i	i	5.2	12.8	i	i	i	i
O=C(O)c1ccc(-c2noc(-c3ccc(F)cc3)n2)cc1	-7.8	i	i	i	i	24.8	44.7	i	i	i	i
Fc1ccccc1CSc1ccc(-c2ccco2)nn1	-9.8	i	i	·	i	·	·	i	i	i	i
CC(=O)N1CCOc2ccc(S(=O)(=O)NCC3CCC(C(=O)NCCC(C)C)CC3)cc21 (stereo not given)	-10.0	i	i	i	i	-0.4	-8.1	i	i	i	i
Cc1nc2sc(C(c3ccccc3)N3CCN(CCO)CC3)c(O)n2n1 (stereo not given)	-8.4	i	i	i	i	-8.2	4.0	i	i	i	i
CCc1nc2oc(C(=O)c3ccccc3)c(N)c2c2c1COC(C)(C)C2	-9.6	i	i	i	i	2.2	14.9	i	i	i	i
c1ccc(C2=Nc3ccccc3NC(c3ccccc3)C2)cc1 (stereo not given)	-21.1	i	i	i	i	-2.1	-0.4	i	i	i	i
CCN(C(=O)CSc1nc2ccc(OC)cc2[nH]1)c1c(N)n(Cc2ccccc2)c(=O)[nH]c1=O	-11.8	i	i	i	i	0.1	-3.4	i	i	i	i
COc1ccccc1-c1noc(CSc2nc(N)cc(=O)[nH]2)n1	-8.2	i	i	i	i	2.2	0.0	i	i	i	i
Cc1ccc(C(C)(C)C)c(OCCN2CCCC2)c1	-9.8	i	i	i	i	-1.6	-9.1	i	i	i	i
Cc1cc(C)c(C#N)c(N2CCN(c3ccccc3)CC2)n1	-1.5	i	i	i	i	·	-4.4	i	i	i	i

Looked up above:
hERG rescue, Cc1ccc(S(=O)(=O)NC(C)(C)CN2CCc3ccccc3C2)cc1 = -11.7
Dyrk1A ADPGlo, CC(=O)C1=C(O)C(=O)N(c2cccc(C(=O)O)c2)C1c1ccc(F)cc1 (stereo not given) = 0.9
hERG rescue, Cc1nc2sc(C(c3ccccc3)N3CCN(CCO)CC3)c(O)n2n1 (stereo not given) = -8.4

Remaining list, next part.
SMILES	hERG rescue	TRPC4 inh	KCNK9 block	PolyA inh	KCNQ1 pot	Dyrk1A ADPGlo	Platelet DG rel	KCNQ1 block	KCNK3 inh	TRPC4 potent	TRPC4 act
CCN1CCCC1CNCc1cc(OC)c(OC)c(OC)c1 (stereo not given)	-11.1	i	i	i	i	-5.7	2.3	i	i	i	i
N#Cc1nc(-c2ccc(OCc3ccc(Cl)cc3)cc2)oc1N1CCC(C(N)=O)CC1	-7.8	i	i	i	i	-5.2	5.8	i	i	i	i
O=C(CSC1=NS(=O)(=O)c2ccccc2N1)c1ccccc1	-9.5	i	i	i	i	1.9	-5.9	i	i	i	i
COc1cccc(OC)c1C(=O)Nc1ccccc1N1CCCC1	-8.4	i	i	i	i	-2.5	3.6	i	i	i	i
O=C1c2ccccc2S(=O)(=O)N1CC(O)Cn1ccc2ccccc21 (stereo not given)	-6.7	i	i	i	i	6.2	9.6	i	i	i	i
O=C(N=C1SC2CS(=O)(=O)CC2N1c1ccc(Cl)cc1Cl)C1CCCO1 (stereo not given)	-5.1	i	i	i	i	-3.5	-19.6	i	i	i	i
CCOC(=O)N1CCN(S(=O)(=O)c2ccc(Br)cc2)CC1	-2.7	i	i	i	i	6.6	-6.6	i	i	i	i
CCN1CCN(CCCCSc2ccccc2)CC1	-4.4	i	i	i	i	·	-5.2	i	·	i	i
O=C(C[n+]1cc(-c2ccc(Cl)c(Cl)c2)n2c1CCC2)OCc1ccccc1	-15.2	i	i	i	i	-4.5	-10.3	i	i	i	i
Cc1ccc(NC(=O)CSc2nc3[nH]ncc3c(=O)[nH]2)cc1Cl	-12.9	i	i	i	i	-12.6	1.0	i	i	i	i
O=C(C1=C[C@H](c2ccc(C(F)(F)F)cc2)C[C@H](OCc2ccc(CO)cc2)O1)N1CCN(Cc2ccccc2)CC1	-7.1	i	i	i	i	6.5	10.6	i	i	i	i
COc1ccccc1NC(=O)OC(C)c1ccc(Cl)cc1 (stereo not given)	-7.4	i	i	i	i	2.2	0.0	i	i	i	i
CCN1C(=O)c2c(C)nc3ccccc3c2C1=O	-8.2	i	i	i	i	-0.1	6.5	i	i	i	i
O=C1Nc2ccc(Br)cc2/C1=C/c1ccc(C(=O)O)cc1	-7.6	i	i	i	i	·	0.1	i	·	i	i
CSCCC(NS(=O)(=O)c1ccc(C)cc1)C(=O)NC1CCCCCC1 (stereo not given)	-11.5	i	i	i	i	-8.3	18.0	i	i	i	i
CCOC(=O)C(C)On1c(SC(C)C(=O)OCC)nc2ccccc2c1=O (stereo not given)	-8.7	i	i	i	i	-1.8	-10.9	i	i	i	i
CC1CCc2sc(C(=O)NCCCn3ccnc3)cc2C1 (stereo not given)	-5.8	i	i	i	i	3.5	-2.5	i	i	i	i
CCOc1ccc(NC(=O)CN(C)S(=O)(=O)c2cccc3cccnc23)cc1	-4.2	i	i	i	i	1.7	-0.2	i	i	i	i
COC(=O)C1C(=O)OC(C)(C)C1C(C)C(=O)c1ccc(C)cc1C (stereo not given)	-3.6	i	i	i	i	-4.3	8.7	i	i	i	i
CC(C)N(C(=O)CSc1nnnn1-c1ccc2c(c1)OCO2)C(C)C	-9.8	i	i	i	i	-1.6	3.6	i	i	i	i
Cn1nc(C(=O)N2CCN(c3ccc(F)cc3)CC2)c2c1-c1ccccc1S(=O)(=O)C2	-6.3	i	i	i	i	-3.4	0.5	i	i	i	i
Cc1sc2nc(CN3CCOCC3)nc(N3CCC(C(N)=O)CC3)c2c1C	-9.2	i	i	i	i	3.6	-0.1	i	i	i	i
O=[N+]([O-])c1ccc(/C=N\NS(=O)(=O)c2ccc(F)cc2)o1	-6.9	i	i	i	i	2.3	13.8	i	i	i	i
COc1ccc2c(c1OC)C(=O)NC(C)=C(C(=O)OC(C)(C)C)C2O (stereo not given)	-10.6	i	i	i	i	1.5	8.3	i	i	i	i
CCCC(C)NC(=O)CSc1nnc2ccccn12 (stereo not given)	-15.2	i	i	i	i	8.1	3.2	i	i	i	i
Cc1cc(C)cc(NC(=O)Cn2nnc(C(=O)NCc3ccccc3Cl)c2N)c1	-6.0	i	i	i	i	4.0	-3.6	i	i	i	i
CCn1c(Cc2ccccc2)nnc1SCC(=O)N1CCCC1=O	-10.9	i	i	i	i	-1.0	-3.4	i	i	i	i
COc1ccccc1NC(=O)COc1ccc(/C=N/NC(=O)CSCc2cc(C)cc(C)c2)cc1	-6.5	i	i	i	i	-1.8	4.8	i	i	i	i
COc1cccc(C(=O)Nc2ccc(NC(=O)c3ccco3)cn2)c1	-4.3	i	i	i	i	11.2	-12.9	i	i	i	i
CCOC(=O)c1ccc(-c2ccc(/C=N/NC(=O)CN(c3ccccc3Br)S(C)(=O)=O)o2)cc1	-7.1	i	i	i	i	-5.9	8.5	i	i	i	i

This is a subset; rates above refer to the full screens.
